CendR NRP1 mod: modulators of CendR peptide binding to NRP-1, primary screen, biochemical, fluorescence polarization, uHTS; hit rate 0.85% among 360,000; FAM-RPARPAR peptide binding to NRP-1; Neuropilin-1 (Homo sapiens), O14786; AID 602438, 2012; inhibition, % at 25 µM;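 active = inhibition or corrected inhibition above about 18%, plus a signal ratio from 0.5 to 1.5, limit read from the data, passing the limit was not always enough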; also: strong numbers were not always called active
SUMO1-SIM PPI: modulators of SUMO1 protein-protein interactions, primary screen, biochemical, uHTS; Small ubiquitin-related modifier 1 (Homo sapiens), P63165; inhibition, % at 20 µM; hit rate 0.33% among 360,000; SUMO1 binding to a labelled peptide, TR-FRET, 1 h; AID 602429, 2012; in the data active = inhibition above about 37%
Target sequence (P63165 whole entry, looked up): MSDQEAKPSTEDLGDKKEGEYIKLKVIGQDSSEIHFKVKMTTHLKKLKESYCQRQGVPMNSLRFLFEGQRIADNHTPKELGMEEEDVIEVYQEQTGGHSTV
LMPTP inh: LMPTP phosphatase inhibitors, primary screen, biochemical, fluorescence intensity, uHTS. Low molecular weight phosphotyrosine protein phosphatase (Homo sapiens), P24666. recombinant LMPTP-A, OMFP fluorogenic substrate. inhibition, % at 20 µM. hit rate 0.22% among 360,000. AID 651560, 2012;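 active = compounds that cut the enzyme signal by at least half of the control window in the single-dose screen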;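 also: plate controls were DMSO wells with enzyme plus substrate for no effect and substrate without enzyme for full effect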
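Material: LMPTP-A; amount: 0.625 nM enzyme; doses: single 20 µM dose; times: reaction 50 min, room temperature, dark; technique: fluorescence intensity of OMFP turnover product; benchmarks: no-enzyme and uninhibited controls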
NadD inh: inhibitors of S. aureus NadD, primary screen, biochemical, colorimetric, uHTS; inhibition, % at 20 µM; Nicotinate-nucleotide adenylyltransferase NadD (Staphylococcus aureus N315); purified NadD enzyme, colorimetric absorbance read-out; hit rate 0.78% among 360,000; AID 602399, 2012; in the data active = inhibition above about 26%; also: some compounds past the cut are filed as inactive
STEP block: STEP phosphatase inhibitors, primary screen, biochemical, fluorescence intensity, uHTS; Tyrosine-protein phosphatase non-receptor type 5 (Homo sapiens), P54829; recombinant STEP, OMFP fluorogenic substrate; inhibition, % at 20 µM; hit rate 0.25% among 360,000;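 active = inhibition at 20 µM, scaled per plate between control wells, above about 37%, limit read from the data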;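 also: 0% = DMSO with enzyme and substrate and 100% = substrate only without enzyme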
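Measure: Control-normalized % inhibition with plate pattern correction | Test system: STEP phosphatase, cell-free reaction | Medium: pH 6.0 Bis-Tris with DTT and Tween 20 | Technique: Fluorescence, 480/540 nm | Times: Reaction 20 min, ambient temperature | Doses: Single compound dose of 20 µM, 1% DMSO final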
SKN-1 block: suppressors of acrylamide-induced Pgst-4::GFP reporter in worms, primary screen, SKN-1 inhibitor project, whole organism, uHTS, GFP/RFP fluorescence ratio, strain VP596; hit rate 0.49% among 360,000; inhibition, % at 21.8 µM; C. elegans VP596 Pgst-4::GFP/RFP ratio, 24 h;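 active = interference check ratio from 0.5 to 1.5 plus GFP to RFP signal ratio inhibition reaching or exceeding a fixed threshold, cut at about 30% in these data, passing the limit was not always enough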; also: some compounds called inactive have numbers as strong as hits
Neddylation inh: inhibitors of cullin neddylation, primary screen, biochemical, TR-FRET, uHTS, NAE and Ubc12 | NEDD8-conjugating enzyme Ubc12 (Homo sapiens) + NEDD8-activating enzyme E1 regulatory … | calls only at 25 µM | hit rate 0.58% among 360,000 | AID 651699, 2012; in the data active = inhibition above about 36%
Target sequence (P61081 whole entry, looked up): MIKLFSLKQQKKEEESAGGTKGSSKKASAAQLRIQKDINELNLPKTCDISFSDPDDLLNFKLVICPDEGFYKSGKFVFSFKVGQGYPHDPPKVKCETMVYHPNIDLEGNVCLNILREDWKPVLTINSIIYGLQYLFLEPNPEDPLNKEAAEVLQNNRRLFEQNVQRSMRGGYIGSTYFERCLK
Target sequence (Q13564 whole entry, looked up): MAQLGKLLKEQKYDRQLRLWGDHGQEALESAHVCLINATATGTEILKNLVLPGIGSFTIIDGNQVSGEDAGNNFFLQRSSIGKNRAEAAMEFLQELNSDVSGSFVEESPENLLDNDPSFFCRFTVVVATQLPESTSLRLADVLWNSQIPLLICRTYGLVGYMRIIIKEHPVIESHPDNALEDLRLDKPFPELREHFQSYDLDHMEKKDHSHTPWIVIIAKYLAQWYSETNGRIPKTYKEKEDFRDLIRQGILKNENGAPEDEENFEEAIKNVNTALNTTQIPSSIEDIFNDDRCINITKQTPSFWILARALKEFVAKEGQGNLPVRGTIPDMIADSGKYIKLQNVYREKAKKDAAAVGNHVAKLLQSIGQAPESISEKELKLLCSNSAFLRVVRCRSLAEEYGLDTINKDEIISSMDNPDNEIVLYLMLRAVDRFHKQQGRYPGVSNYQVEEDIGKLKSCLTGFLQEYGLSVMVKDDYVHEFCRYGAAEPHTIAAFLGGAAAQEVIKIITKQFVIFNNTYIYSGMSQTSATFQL
Scp1 inh: Scp-1 phosphatase inhibitors, primary screen, biochemical, colorimetric, uHTS. Carboxy-terminal domain RNA polymerase II polypeptide A small phosphatase 1 (Homo …. Recombinant Scp1, phosphopeptide, malachite green phosphate absorbance. inhibition, % at 20 µM. hit rate 0.88% among 340,000. AID 493091, 2011;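 active = inhibition above about 50% at 20 µM, limit read from the data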;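 also: plate controls were DMSO wells with enzyme for no effect and wells lacking enzyme for full effect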
Target sequence (Q9GZU7 76-261 limits assumed): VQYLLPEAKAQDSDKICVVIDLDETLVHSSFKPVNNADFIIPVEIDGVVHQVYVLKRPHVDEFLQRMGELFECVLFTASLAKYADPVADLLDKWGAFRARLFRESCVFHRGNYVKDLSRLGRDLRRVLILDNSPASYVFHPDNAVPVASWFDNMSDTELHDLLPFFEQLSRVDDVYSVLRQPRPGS
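Incubation: 45 min enzyme reaction at room temperature / System: truncated SCP-1 phosphatase (76-261aa) / Reagent: Phospho 17-mer peptide substrate / Buffer or medium: Acidic Tris acetate buffer with magnesium and detergent / Signal: absorbance at 630 nm / Doses: one concentration, 20 µM, with 1.0% DMSO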
Tb MetRS inh: T. brucei MetRS inhibitors, primary screen, biochemical, luminescence. hit rate 0.4% among 360,000. methionyl-tRNA synthetase (Trypanosoma brucei brucei). inhibition, % at 11.9 µM. purified T. brucei MetRS, ATP depletion, Kinase-Glo luminescence;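 active = inhibition above a per-plate cutoff of the control wells' mean inhibition plus 3 SD, cut at about 5.5% in these data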;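 also: 0% = DMSO wells median and 100% = median of wells with control inhibitor compound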
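Test system – parasite MetRS enzyme · Reagent – substrates ATP, L-methionine and bulk Escherichia coli tRNA · Doses – 11.9 µM compound single dose, 0.9% DMSO · Times – 15 min enzyme-compound preincubation, 2 h reaction, 10 min detection, 25 °C · Signal – Kinase-Glo luminescence, ATP depletion format · Controls – DMSO-only wells as low control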
DNMT1 inh: human DNMT1 methyltransferase inhibitors, primary screen, biochemical, molecular beacon, fluorescence, HinP1I cleavage, uHTS; inhibition (reported as % activation of signal), % at 10 µM; hit rate 0.83% among 360,000; in the data active = inhibition above about 50%
* = called active by the depositor; i = inactive; · = no result given.

molecule	Scp1 inh	SUMO1-SIM PPI	CendR NRP1 mod	LMPTP inh	Tb MetRS inh	SKN-1 block	NadD inh	STEP block	DNMT1 inh	Neddylation inh
COc1ccccc1NC(=O)c1ccc(S(=O)(=O)NCc2ccco2)cc1	-7	-1	5	-0.3	-0.8	-3	-3	-1	-1	i
Cc1ccc2nsnc2c1S(=O)(=O)NCc1cccnc1	-4	3	-3	-1.6	0.2	-2	-7	0	3	i
O=C(Nc1cc(SCCO)cc([N+](=O)[O-])c1)c1ccco1	1	-19	-10	-1.0	-0.5	-1	-6	-5	0	i
COc1ccc(CCNc2oc(COc3ccccc3F)nc2C#N)cc1OC	-3	2	0	0.8	-1.4	-14	-3	-2	-6	i
O=C(NC1CCCCCCC1)c1cc(COc2ccc3ncccc3c2)on1	-2	-5	1	3.4	-0.8	-5	-4	3	0	i
CC(C)c1ccc(C(=O)NCCCN(C)C)cc1	4	-1	2	-2.5	-0.7	-6	-2	1	-1	i
O=C(NNS(=O)(=O)c1ccccc1)C1CC(c2cccnc2)=NO1 (stereo unspecified)	-7	4	-10	-0.9	-0.5	4	0	3	1	i
COc1ccc(C(C(=O)NC2CCCC2)N(CCO)C(=O)Cn2nnc(-c3ccc(C)o3)n2)cc1OC (stereo unspecified)	-1	5	2	0.6	-0.2	-7	1	0	1	i
C[C@H](CO)N1C[C@H](C)[C@H](CN(C)Cc2ccccc2)Oc2ccc(NC(=O)Nc3ccc(F)cc3)cc2C1=O	0	8	-18	0.6	0.1	12	2	4	-5	i
CCCCCC(=O)Nc1nc(C)c(-c2csc(Nc3cc(Cl)ccc3OC)n2)s1	4	12	-15	1.3	-0.3	9	42*	1	-37	i
O=C(CCC(=O)N(CC(=O)NC1CCCCC1)c1ccccc1F)Nc1nccs1	-2	1	4	-1.4	-0.2	14	-2	-2	-1	i
O=C(CNC(=S)N(Cc1ccccc1F)C1CCCCC1)NCC1CCCO1 (stereo unspecified)	1	5	-4	-1.7	0.2	20	-4	0	-1	i
COc1ccc(-c2nn(-c3ccccc3)cc2C(=O)N2CCN(C(=O)c3ccco3)CC2)cc1	-8	4	2	1.7	-0.3	3	0	1	-5	i
CCN=C1SC(CC(=O)Nc2sc(C)c(C)c2C(=O)OC)C(=O)N1CC (stereo unspecified)	-5	-5	9	-0.1	-1.2	2	-6	-10	-2	i
O=C(COC(=O)C1CCCCC1)Nc1ccccc1OC(F)F	-5	0	-8	-0.7	1.7	-4	-1	2	1	i
C=CCn1c(CNS(=O)(=O)c2ccc(Br)cc2)n[nH]c1=S	-2	1	-4	-0.5	-0.4	1	-1	-5	0	i
Cc1ccc(OCC(=O)NNC(=O)c2ccc(F)c(S(=O)(=O)N3CCOCC3)c2)cc1C	·	3	1	-2.0	-0.1	21	-5	1	-8	i
C=CCN(c1ccccc1)S(=O)(=O)c1cccc(C(=O)NNC(=O)c2ccncc2)c1	1	2	6	-0.3	-0.1	3	2	1	0	i
COc1cccc(CNC(=O)Cn2nc([N+](=O)[O-])c(Br)c2C)c1	-5	-18	2	-1.5	-0.8	1	-3	2	4	i
CCOC(=O)c1cnc(COc2ccc(OC)cc2)[nH]c1=O	-13	1	-5	-0.9	0.0	1	-2	-3	0	i
COc1ccc(CNC(=O)CCCn2nc(C)c([N+](=O)[O-])c2C)cc1	42	0	14	-2.0	0.1	-4	-9	-3	1	i
CN1C(=O)NC(c2ccc([N+](=O)[O-])cc2)C2=C1CC(C)(C)CC2=O (stereo unspecified)	-7	-17	-6	-0.1	0.4	-1	-5	-1	3	i
Cc1ccc(C(C(=O)Nc2ccc3c(c2)OCO3)N(C)C(=O)Cc2c[nH]c3ccccc23)cc1 (stereo unspecified)	-6	-1	16	0.6	-1.3	15	7	-2	-6	i
CCCc1cc(=O)[nH]c(SCc2nc3ccc([N+](=O)[O-])cc3[nH]2)n1	2	-7	2	-0.5	1.1	-3	3	9	-5	i

In another format: results already given.
> O=C(CNC(=S)N(Cc1ccccc1F)C1CCCCC1)NCC1CCCO1 (stereo unspecified)
  Scp1 inh: 1; SUMO1-SIM PPI: 5; CendR NRP1 mod: -4; LMPTP inh: -1.7; Tb MetRS inh: 0.2; SKN-1 block: 20; NadD inh: -4; STEP block: 0; DNMT1 inh: -1; Neddylation inh: i

> COc1ccc(-c2nn(-c3ccccc3)cc2C(=O)N2CCN(C(=O)c3ccco3)CC2)cc1
  Scp1 inh: -8; SUMO1-SIM PPI: 4; CendR NRP1 mod: 2; LMPTP inh: 1.7; Tb MetRS inh: -0.3; SKN-1 block: 3; NadD inh: 0; STEP block: 1; DNMT1 inh: -5; Neddylation inh: i

> CCN=C1SC(CC(=O)Nc2sc(C)c(C)c2C(=O)OC)C(=O)N1CC (stereo unspecified)
  Scp1 inh: -5; SUMO1-SIM PPI: -5; CendR NRP1 mod: 9; LMPTP inh: -0.1; Tb MetRS inh: -1.2; SKN-1 block: 2; NadD inh: -6; STEP block: -10; DNMT1 inh: -2; Neddylation inh: i

> O=C(COC(=O)C1CCCCC1)Nc1ccccc1OC(F)F
  Scp1 inh: -5; SUMO1-SIM PPI: 0; CendR NRP1 mod: -8; LMPTP inh: -0.7; Tb MetRS inh: 1.7; SKN-1 block: -4; NadD inh: -1; STEP block: 2; DNMT1 inh: 1; Neddylation inh: i

Next records.
molecule	Scp1 inh	SUMO1-SIM PPI	CendR NRP1 mod	LMPTP inh	Tb MetRS inh	SKN-1 block	NadD inh	STEP block	DNMT1 inh	Neddylation inh
Cc1nc(-c2ccc(NC(=O)C3CCCCC3)cc2)cs1	0	2	-6	-0.3	-0.7	-6	-5	-3	-3	i
CCC(C(=O)O)N1C(=O)c2ccccc2C1=O (stereo unspecified)	0	-1	11	-0.1	-0.3	7	-3	0	7	i
O=C1[C@H](Cc2ccccc2)NCCCC[C@H](c2ccc(Cl)cc2)N1Cc1ccccc1	-1	2	-2	2.6	-0.3	-24	1	3	3	i
CCOc1ccc(C(c2c(O)nc(SC)n(C)c2=O)c2c(O)nc(SC)n(C)c2=O)cc1	0	6	4	-1.5	0.9	6	5	1	-1	i
CCC(C)C(NC(=O)c1ccccc1NC(=O)c1ccco1)C(=O)NNC(=O)c1ccncc1 (stereo unspecified)	11	3	-5	-3.1	-0.3	0	-4	0	0	i
CC(=O)c1ccc(N2C(=NC(=O)C3CCCCC3)SC3CS(=O)(=O)CC32)cc1 (stereo unspecified)	-10	4	-8	0.0	-0.2	17	-4	0	-1	i
Cc1c(NC(=O)CSCc2ccc(Cl)cc2Cl)cccc1C(=O)O	-6	7	0	0.2	0.6	5	-9	-1	0	i
COCCNC(=O)Nc1ccc2c(c1)N(C)C(=O)c1ccccc1S2	-5	0	5	0.4	-0.2	-9	-7	-3	1	i
O=C1C(C=NCc2cccnc2)=C(O)c2ccccc21	0	-12	-1	-1.1	-0.4	20	-2	-1	-3	i
O=S1(=O)CCN2N=C(C3CC3)SC2=N1	2	-4	-2	-0.4	-0.4	1	0	1	0	i
Cc1cccc(N=C2Sc3nc4c(C)c(C)ccc4cc3CN2CCN2CCOCC2)c1	-8	-6	5	4.8	-0.6	3	8	10	-18	i
CC(Oc1ccccc1)C(=O)Nc1c2c(nn1-c1ccccc1)CS(=O)C2 (stereo unspecified)	6	2	2	-1.4	-0.5	11	-4	-2	-2	i
CCOC(=O)C1CCN(C(=O)C(C)Sc2ccc(Cl)cc2)CC1 (stereo unspecified)	0	0	-4	2.0	-1.6	-2	0	-3	5	i
CC(=O)Nc1ccc(C(=O)n2nc(C)cc2C)cc1	-8	3	0	0.1	-0.8	-6	-6	-1	0	i
Cc1ccccc1/C=N/N=C1/NC(=O)CCS1	5	-1	1	-0.3	-0.5	-4	0	2	0	i
Cc1cc(=O)oc2c(C)c3occc3cc12	-3	4	8	0.7	-0.7	5	-7	1	10	i
O=C(O)c1ccc(CSc2nc3ccccc3[nH]2)cc1	-8	4	1	1.2	2.6	2	1	-3	1	i
O=C(CSc1nnnn1-c1ccccc1Cl)Nc1ccc2c(c1)OCCO2	-8	5	-6	-0.5	-0.1	3	-3	-2	-4	i
Cc1cc(S(=O)(=O)NCC2CCCO2)c(C)cc1Br (stereo unspecified)	-5	-2	4	-0.7	-0.1	-14	-3	3	0	i
O=C(COc1ccc(S(=O)(=O)NC2CCCCC2)cc1)N1CCN(c2cccc(Cl)c2)CC1	-7	-1	-3	4.3	-0.2	-2	0	2	-7	i
CC(C)CNC(=S)NC1CC2CCCC(C1)N2Cc1ccco1 (stereo unspecified)	0	-5	8	-0.8	-0.8	0	-5	-5	9	i
C[C@@H](CO)NC(=O)[C@H]1O[C@@H](n2cnc3c(N)ncnc32)[C@H](O)[C@@H]1O	·	-4	9	-1.7	-1.5	9	1	-1	6	i
CCOC(=O)C1CCN(C(=O)CN(c2ccc(OC)c(OC)c2)S(=O)(=O)c2ccccc2)CC1	7	1	19	0.2	0.3	0	1	3	-1	i
CCNC(=O)Cn1cc(C(F)(F)F)cc(Cl)c1=O	-6	-1	0	-1.6	0.0	-2	-2	-1	1	i
CCOC(=O)C1CCN(S(=O)(=O)c2ccc(OC)c(C(=O)N3CCCCC3)c2)CC1	-3	3	7	-0.8	-0.7	3	0	0	2	i

Rewritten with two lines to a compound: part of the list above.
Below each compound: Scp1 inh, SUMO1-SIM PPI, CendR NRP1 mod, LMPTP inh, Tb MetRS inh, SKN-1 block, NadD inh, STEP block, DNMT1 inh, Neddylation inh
O=C(COc1ccc(S(=O)(=O)NC2CCCCC2)cc1)N1CCN(c2cccc(Cl)c2)CC1
 : -7, -1, -3, 4.3, -0.2, -2, 0, 2, -7, i
Cc1cc(=O)oc2c(C)c3occc3cc12
 : -3, 4, 8, 0.7, -0.7, 5, -7, 1, 10, i
CCOC(=O)C1CCN(S(=O)(=O)c2ccc(OC)c(C(=O)N3CCCCC3)c2)CC1
 : -3, 3, 7, -0.8, -0.7, 3, 0, 0, 2, i
CCOC(=O)C1CCN(C(=O)CN(c2ccc(OC)c(OC)c2)S(=O)(=O)c2ccccc2)CC1
 : 7, 1, 19, 0.2, 0.3, 0, 1, 3, -1, i
O=C(O)c1ccc(CSc2nc3ccccc3[nH]2)cc1
 : -8, 4, 1, 1.2, 2.6, 2, 1, -3, 1, i
